# M1 PAM parental – nonselective calcium activators in parental CHO-K1 cells, primary screen, counter-screen for M1 PAM project, cell-based, Fluo-8 calcium fluorescence, full deck, 1536-well | AID 602247, 2012 | activation, % at 3 µM | actives 0.02% (n = 360,000) | ATP EC20; 0% at ATP EC20, 100% at ATP max;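 active = activation above the run cutoff, the mean activation of all test compounds plus 3 SD, cut at about 40% in these data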;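 note: peak over basal fluorescence ratio in a 140 s read after ATP addition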
# TAAR1 agonist – human TAAR1 agonists, primary screen, Fluo-8 calcium fluorescence, CHO RD-HGA16 cells. Trace amine-associated receptor 1 (Homo sapiens), Q96RJ0. vehicle wells 0%, saturating PEA agonist 100%. activation, % at 3 µM. actives 0.99% (n = 360,000). AID 624467, 2012;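 active = activation above the mean activation of all test compounds in the run plus 3 SD, cut at about 38% in these data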
# Target sequence (Q96RJ0 whole entry, looked up): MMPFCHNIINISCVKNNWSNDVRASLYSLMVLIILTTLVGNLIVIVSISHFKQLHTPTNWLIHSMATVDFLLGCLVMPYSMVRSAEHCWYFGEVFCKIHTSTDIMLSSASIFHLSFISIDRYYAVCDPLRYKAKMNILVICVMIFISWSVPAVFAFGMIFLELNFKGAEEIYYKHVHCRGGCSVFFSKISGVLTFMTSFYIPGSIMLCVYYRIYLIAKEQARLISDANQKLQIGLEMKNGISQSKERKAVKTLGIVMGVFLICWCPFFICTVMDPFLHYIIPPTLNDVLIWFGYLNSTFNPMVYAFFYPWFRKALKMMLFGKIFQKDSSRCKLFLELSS
#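 System: CHO RD-HGA16 cells carrying human TAAR1 plus Gα16; Incubation: 17-24 h seeding, 75 min 37 °C dye, 30 min RT; Measured by: Fluo-8 fluorescence, 5 s baseline then 140 s kinetic read; Control set: DMSO and PEA EC100; Replication: single well for each compound.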
# CHO parental Ca – ATP-evoked calcium signal inhibitors, parental CHO, primary screen, counter-screen for OX1R antagonist project, cell-based, fluorescence, Fluo-8 calcium dye; parental CHO-K1, ATP-induced calcium, Fluo-8 fluorescence; inhibition, % at 5.6 µM; actives 0.63% (n = 330,000); AID 463079, 2010;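 active = inhibition above that plate's mean sample inhibition plus 3 SD, cut at about 26% in these data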;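 note: 0% = ATP-challenged DMSO wells and 100% = DMSO wells without ATP; some compounds past the cut are filed as inactive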
#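 Assay system – parental CHO cells · Reagent – ATP stimulus · Detection – intracellular calcium via Fluo-8 no-wash fluorescent dye · Evaluation – percent inhibition of ATP-evoked calcium rise, normalized to controls · Controls – ATP wells versus no-ATP DMSO wells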
# M1 ag – human M1 muscarinic receptor agonists, primary screen, Fluo-8 calcium fluorescence, CHO-K1 cells, HTS; activation, % at 3 µM; actives 0.33% (n = 360,000); Muscarinic acetylcholine receptor M1 (Homo sapiens), P11229; CHO-K1 hM1, agonist mode; 0% DMSO, 100% acetylcholine EC100;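 active = activation above the run's mean compound activation plus 3 SD, cut at about 16% in these data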;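 note: peak over basal fluorescence ratio within a 140 s kinetic read after compound addition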
# Target sequence (P11229 whole entry, looked up): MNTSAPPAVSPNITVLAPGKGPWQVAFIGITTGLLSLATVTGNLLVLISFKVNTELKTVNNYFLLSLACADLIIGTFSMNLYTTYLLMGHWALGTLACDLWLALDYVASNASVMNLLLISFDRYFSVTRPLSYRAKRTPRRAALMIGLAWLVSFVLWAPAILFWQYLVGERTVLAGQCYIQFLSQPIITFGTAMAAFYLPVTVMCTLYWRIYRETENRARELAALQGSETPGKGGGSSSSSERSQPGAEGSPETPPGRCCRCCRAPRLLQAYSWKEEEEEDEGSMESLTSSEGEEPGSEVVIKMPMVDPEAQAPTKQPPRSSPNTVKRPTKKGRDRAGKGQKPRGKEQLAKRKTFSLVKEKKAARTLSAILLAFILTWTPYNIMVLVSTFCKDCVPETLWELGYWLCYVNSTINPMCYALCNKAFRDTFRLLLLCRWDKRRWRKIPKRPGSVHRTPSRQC
# OXTR potentiator – human OXTR potentiators, primary screen, fluorescence, CHO-OTR cells, Fluo-8 calcium | activation, % at 3 µM | actives 0.061% (n = 320,000) | Oxytocin receptor (Homo sapiens), P30559 | Fluo-8 calcium fluorescence, potentiator mode; 0% = oxytocin EC15, 100% = EC100 | AID 2445, 2010;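 active = activation above that plate's cutoff, the mean activation of tested compounds plus 3 SD, cut at about 6.6% in these data, passing the limit was not always enough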;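 note: 100% uses oxytocin at 75 nM as the full agonist control; some results filed as inactive read as strong as hits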
#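 test system = CHO-OTR cells, human receptor | compound = single-point 3.0 µM | schedule = 6 min compound pre-incubation at room temperature, 100 s kinetic read | signal = Fluo-8 no-wash calcium dye fluorescence, excitation 470-495 nm, emission 515-575 nm | repeats = single well per compound, singlicate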
# CHO-K1 Ca ag – counter-screen for M1 agonists: effect in parental CHO-K1 cells; Fluo-8 calcium fluorescence; scaled to maximal ATP response, vehicle zero; activation, % at 3 µM; actives 0.48% (n = 360,000); AID 602248, 2012; in the data active = activation above about 15%;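 note: untransfected CHO-K1 host cells lacking M1 receptor as counterscreen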
# CHRM1 antagonist – human M1 muscarinic receptor antagonists, primary screen, CHO-K1 cells, Fluo-8 calcium fluorescence, 1536-well; inhibition, % at 3 µM; CHO-K1 hM1, ACh EC80 antagonist; AID 588852, 2011; actives 1.3% (n = 360,000);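 active = percent inhibition above its own plate's cutoff, namely the mean of that plate's compound wells plus 3 SD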;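 note: peak over basal fluorescence ratio during 140 s after agonist addition; 0% = ACh EC80 plus DMSO and 100% = DMSO alone without agonist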
# TAAR1 antagonist – human TAAR1 antagonists, primary screen, Fluo-8 calcium fluorescence, CHO RD-HGA16 cells. actives 1.5% (n = 360,000). antagonist. inhibition, % at 3 µM. Trace amine-associated receptor 1 (Homo sapiens), Q96RJ0;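 active = inhibition above a per-plate cutoff, the mean inhibition of test compounds on that plate plus 3 SD, cut at about 49% in these data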;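 note: 0% = DMSO plus EC80 beta-PEA response and 100% = DMSO alone without agonist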
#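 System: RD-HGA16 CHO cells with stable hTAAR1 and Gα16 | Probe or stimulus: EC80 β-phenethylamine stimulus | Dosing: 3 µM, single point | Times: Dye loading 75 min at 37 °C, then 30 min room temperature | Measured by: Fluo-8 calcium-sensitive fluorescence | Read-out basis: % inhibition of agonist calcium response | Replicates: n of 1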
# CHO-K1 Ca antag – counter-screen for M1 antagonists: effect in parental CHO-K1 cells; ATP-induced calcium, Fluo-8 fluorescence; inhibition, % at 3 µM; actives 0.6% (n = 360,000);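 active = inhibition above a per-plate cutoff, the plate's mean sample inhibition plus 3 SD, cut at about 24% in these data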;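 note: 0% = DMSO plus EC80 ATP and 100% = DMSO alone without ATP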
# An asterisk follows results filed as active; x = not tested or not shown.
SMILES	M1 PAM parental	TAAR1 agonist	CHO parental Ca	M1 ag	OXTR potentiator	CHO-K1 Ca ag	CHRM1 antagonist	TAAR1 antagonist	CHO-K1 Ca antag
CN(C)CCOC1c2ccccc2CCc2ccc3ccccc3c21 (stereo not given)	21.6	10.0	-19.0	-5.3	-4.2	4.7	53.0*	-8.3	-13.5
O=C(Nc1ccccc1C(=O)O)c1cc(S(=O)(=O)N2CCCCCC2)ccc1Cl	15.4	3.0	-5.0	3.3	-1.5	-1.3	-14.1	-46.8	-9.6
Cc1cc(C)c(S(=O)(=O)NCc2ccc3c(c2)OCO3)cc1C	11.4	0.8	-6.0	-4.4	-16.2	1.6	-12.1	11.9	0.9
COc1ccc(C(=O)NCC2(c3ccccc3)CCOCC2)cc1[N+](=O)[O-]	6.4	0.7	-8.4	-4.4	-8.9	0.2	-10.8	-22.1	-3.5
CCOc1cc(/C=C2\NC(=S)N(C)C2=O)ccc1OCc1ccc(C(=O)O)cc1	4.1	-0.1	-4.5	-0.6	-1.4	0.6	-10.1	8.0	-13.6
Cc1ccc(S(=O)(=O)N2CCCC2C(=O)NCCc2ccccc2)cc1 (stereo not given)	6.3	-0.2	-29.1	0.0	3.4	3.3	-2.5	-12.3	-7.2
Cc1cccc(N(C(=O)c2nsc(Cl)c2Cl)C(C(=O)NC2CCCC2)c2ccc(O)cc2)c1 (stereo not given)	13.4	5.1	-27.7	-7.5	4.0	0.2	-9.7	-15.7	-10.9
COc1ccc(N2CCN(C(=O)CCNS(=O)(=O)c3cccs3)CC2)cc1	18.0	5.0	-1.0	2.4	-2.9	3.2	-4.9	-9.5	-25.8
CC(C)N(C(=S)Nc1cccc(C(F)(F)F)c1)C(C)c1ccccn1 (stereo not given)	-0.9	6.5	6.1	0.1	2.2	0.1	-7.8	7.0	2.4
CCN(CC)Cc1c(C(=O)N/N=C/c2c(Cl)cccc2Cl)nnn1-c1nonc1N	20.0	-2.4	-4.8	-3.5	-13.6	-0.3	-14.3	-40.1	-8.8
Cc1ccc(N=Nc2c(=O)[nH]n3c(=O)cc(C)[nH]c23)cc1	5.1	2.7	10.2	-4.5	-6.7	0.1	8.1	-4.2	-11.1
CC(C)C(OC(=O)c1ccco1)C(=O)NCc1ccccc1 (stereo not given)	13.2	5.4	-12.7	-2.2	-9.6	-0.1	0.7	-8.3	-7.4
Cc1ccc(CNC(=O)CN2C(=O)NC3(CCCC3)C2=O)cc1	3.4	4.9	-2.8	0.8	-0.5	-0.8	-2.2	-20.7	-5.4
O=C(CNC(=O)Cc1ccccc1)NCC(=O)OCc1ccccc1	-5.5	7.5	5.3	-1.6	-4.3	-0.4	-8.4	15.7	17.6
CSCc1ccc(C(=O)NCc2ccc(C)cc2)cc1	23.2	-1.5	-8.6	-7.4	-4.4	1.0	-8.2	8.8	-4.5
COCCN1C[C@@H](CO)O[C@@H](n2cnc3c(N(C)C(C)C)ncnc32)C1	4.5	0.6	x	-1.6	x	-0.1	-17.2	-9.8	-1.9
COc1cc(-c2nc3ccc(N4CCN(C)CC4)cc3[nH]2)cc(OC)c1OC	3.5	0.2	-4.5	-2.2	-0.7	0.1	15.6	-3.5	3.6
Cc1c[n+](CC(=O)c2ccccc2)cs1	26.3	9.8	-2.8	-7.6	-6.8	0.2	-15.0	-5.8	-19.5
CC(C)CC(NC(=O)c1ccc(Cl)cc1)C(=O)O (stereo not given)	2.5	7.2	-3.8	-1.2	-5.7	0.4	-8.4	9.9	7.1
CCCC(=O)Nc1ccccc1N1CCN(C(=O)C(C)C)CC1	-4.8	4.2	-16.1	3.1	-10.4	-0.3	9.7	-15.8	3.2
FC(F)(F)c1nnc2sc(-c3ccccn3)nn12	5.8	7.5	-1.2	-2.3	-2.3	-0.2	6.8	-15.6	-3.1
COc1ccc2cc(CN(CCO)C(=O)c3ccccc3F)c(=O)[nH]c2c1	-5.5	6.2	8.0	-1.0	-9.0	-0.1	-9.9	-2.8	0.8
Cc1c(Nc2ncnc3nc[nH]c23)c(=O)n(-c2ccccc2)n1C	5.5	1.8	-3.2	-3.5	-0.9	0.3	-8.8	7.7	3.5
CSc1cccc(NC(=O)C(=O)NCc2ccccc2)c1	4.0	27.2	28.4*	-2.2	-4.2	-0.5	-10.3	23.8	1.0
CCOc1ccc(C(=O)c2cccs2)cc1	13.8	4.3	2.4	-6.6	-12.1	-0.3	-11.0	5.5	-4.9
COc1ccc(CCNC(=O)C2CCN(S(=O)(=O)c3ccc(NC(C)=O)cc3)CC2)cc1OC	14.4	2.1	-1.9	-1.6	-7.0	0.6	-8.4	-23.1	-13.1
O=C(COC(=O)c1n[nH]c2ccccc12)Nc1ccccc1F	-9.2	7.7	-15.8	2.0	1.9	0.9	5.1	-2.4	-10.6
COC(=O)c1cc2c([nH]c1=O)CCCC2=O	17.4	1.2	x	-1.9	x	0.7	-9.8	-12.0	-18.2
COc1ccc(NC(=O)CSc2nnc(Cn3cnc4ccccc43)n2C)cc1	0.2	0.1	-3.1	-2.3	-19.7	0.4	11.3	-8.8	10.5
Cc1ccccc1C1CC(c2ccc(Br)cc2)Nc2nc(N)nn21 (stereo not given)	9.3	18.1	-27.2	0.8	-8.4	0.7	-12.5	2.3	-5.3

# Two records picked at random from the list so far:
SMILES	M1 PAM parental	TAAR1 agonist	CHO parental Ca	M1 ag	OXTR potentiator	CHO-K1 Ca ag	CHRM1 antagonist	TAAR1 antagonist	CHO-K1 Ca antag
COCCN1C[C@@H](CO)O[C@@H](n2cnc3c(N(C)C(C)C)ncnc32)C1	4.5	0.6	x	-1.6	x	-0.1	-17.2	-9.8	-1.9
CCCC(=O)Nc1ccccc1N1CCN(C(=O)C(C)C)CC1	-4.8	4.2	-16.1	3.1	-10.4	-0.3	9.7	-15.8	3.2

# Next entries follow:
SMILES	M1 PAM parental	TAAR1 agonist	CHO parental Ca	M1 ag	OXTR potentiator	CHO-K1 Ca ag	CHRM1 antagonist	TAAR1 antagonist	CHO-K1 Ca antag
O=C(CN(C(=O)Cn1nnc(-c2ccc(F)cc2)n1)c1cccc(F)c1)NC1CCCC1	-0.2	3.9	-19.4	-5.8	-6.4	-0.1	-4.2	-20.9	-4.3
OC[C@@H]1CN(Cc2ccc(Cl)cc2)C[C@H](n2cnc3c(Nc4ccccc4)ncnc32)O1	-5.7	8.2	x	-1.3	x	4.0	9.7	29.1	6.4
COc1ccc(CNC(=O)C2CCN(c3cc(C(=O)Nc4cccc(OC)c4)ccn3)CC2)cc1	14.4	2.7	-28.4	-2.9	-10.3	4.2	6.0	49.4*	-1.1
Cc1ccc(S(=O)(=O)NC2CC(C)(C)N(O)C(C)(C)C2)cc1	11.5	-0.8	-3.2	-8.4	-3.6	0.7	-12.6	-17.8	-22.1
O=C(CCC1CCCC1)NC1CCCCC1	-2.4	15.1	-0.7	-4.1	-4.8	-0.2	-5.4	3.7	-5.0
O=C(c1ccsc1)N1CCCC(Nc2cccc(F)c2)C1 (stereo not given)	2.2	1.1	-21.7	-2.3	0.6	1.4	1.1	-4.2	-6.9
CC(=O)c1ccc(N2CCN(C(=O)CCCn3c(=O)[nH]c4ccsc4c3=O)CC2)cc1	13.0	2.2	-11.6	-4.2	-6.5	2.9	15.9	17.0	-9.8
COc1cc(OC)cc(C(=O)n2cnnc2N)c1	12.6	4.3	-9.8	-0.4	-3.3	0.2	-6.2	1.6	-12.0
Cc1ccc(Cn2ccc(NC(=O)c3cc(-c4ccc(F)cc4)on3)n2)cc1	6.7	0.0	-2.5	-0.3	3.2	0.1	-7.4	14.2	5.2
CCCCCC(=O)Nc1cc(S(=O)(=O)N2CCOCC2)ccc1N1CCCC1	21.1	2.8	-11.1	-4.3	3.5	0.4	-0.3	-25.5	-9.6
O=C(O)CC12CC3CC(C1)CC(n1ncc(NCc4ccco4)c(Cl)c1=O)(C3)C2	19.6	4.1	0.7	-3.2	-4.5	0.5	-4.0	2.0	-7.1
O=C1CNC(=S)N1Cc1ccccc1Cl	-2.8	3.6	-0.1	-6.5	-13.6	1.4	-17.4	6.7	-7.3
COc1ccc(C)cc1S(=O)(=O)N1CCCC(C(=O)N2CCN(c3ccccc3F)CC2)C1 (stereo not given)	-22.2	2.7	-10.5	-3.4	-13.5	3.7	4.1	-4.2	1.0
C/C(=N/O)c1cc(C(C)(C)C)c(O)c(C(C)(C)C)c1	4.1	28.8	-9.0	6.9	-11.8	0.5	-14.6	-16.4	-1.9
CC(C)c1ccc(NC(=O)C2CCCN2S(=O)(=O)c2ccccc2F)cc1 (stereo not given)	12.5	3.9	-14.1	-2.1	-7.5	1.7	-6.8	-10.3	-13.8

# An excerpt from above in order of the CHRM1 antagonist value, smallest number first.
SMILES | M1 ag | OXTR potentiator | CHRM1 antagonist | TAAR1 antagonist
Cc1ccccc1C1CC(c2ccc(Br)cc2)Nc2nc(N)nn21 (stereo not given) | 0.8 | -8.4 | -12.5 | 2.3
O=C(CCC1CCCC1)NC1CCCCC1 | -4.1 | -4.8 | -5.4 | 3.7
CCCC(=O)Nc1ccccc1N1CCN(C(=O)C(C)C)CC1 | 3.1 | -10.4 | 9.7 | -15.8

# Carrying on.
SMILES	M1 PAM parental	TAAR1 agonist	CHO parental Ca	M1 ag	OXTR potentiator	CHO-K1 Ca ag	CHRM1 antagonist	TAAR1 antagonist	CHO-K1 Ca antag
CC(=O)c1cccc(NC(=O)COc2ccc(S(=O)(=O)N3CCOCC3)cc2)c1	-9.3	2.5	-15.7	-0.3	-10.7	1.0	1.1	0.2	8.1
Cc1cc(=O)[nH]c2ccc(S(=O)(=O)Nc3ccc(O)cc3)cc12	-3.6	0.7	-3.3	-3.8	-9.2	0.3	-14.2	-9.7	5.8
COc1ccccc1N(CC(=O)NCCSCc1ccccc1Cl)S(C)(=O)=O	-0.8	3.9	-14.0	-0.7	-19.3	2.2	1.3	5.8	-11.5
COc1ccc2[nH]c3c(c2c1)CCN1C(=O)N([C@@H](C)C(=O)NCc2ccccc2)C(=O)[C@]31C	18.4	3.0	-25.6	-2.1	-5.2	1.2	-8.0	-2.0	-2.1
CN1C(=O)CS(=O)c2ccc(C(=O)NCCC3=CCCCC3)cc21 (stereo not given)	20.1	3.3	-4.5	1.9	-7.1	8.2	4.9	-24.4	-3.6
